From PubChem BioAssay
G9a inh – inhibitors of human histone lysine methyltransferase G9a; 8.8% of 350,000 active; G9a H3K9 monomethylation, AlphaScreen, 2 h; Potency, µM (highest dose often 102 µM), inactives show at the highest dose activity, negative = inhibition, hits mostly inhibitors; also: potency is read from the fitted curve at half-maximal effect; % is scaled to controls: 0 for no effect and ±100 for the full control effect; nearly all actives have a fitted effect of over 75% in size
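G9a (20 nM) preincubated 15 min RT with compounds, then 500 nM biotinylated H3K9 peptide and 20 uM SAM added; 2 h RT reaction. Monomethyl-H3K9 product detected by AlphaScreen with anti-H3K9me1 antibody, streptavidin donor and anti-rabbit IgG acceptor beads.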
Tb PGK inh – inhibitors of T. brucei phosphoglycerate kinase | 0.043% of 380,000 active | PGK/GAPDH coupled, Kinase-Glo luminescence, 60 min | Potency, µM (doses to about 57.5 µM), for the others: at the top dose activity change, negative = inhibition, actives largely listed as inhibitors | P07378; also: potency is read from the fitted curve at half-maximal effect; % is scaled to controls: 0 for no effect and ±100 for the full control effect; nearly all actives have a fitted effect of over 60% in size
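Luminescent ATP detection (Kinase-Glo Plus) follows a 60-minute room-temperature incubation, with wells lacking PGK as controls. Buffer: 100 mM TEA (pH 7.6), 5 mM MgCl2, 0.01% Tween-20. Coupling enzyme GAPDH (100 nM final) supplies unstable 1,3-BPG in-well.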
BAZ2B block – blocks human BAZ2B; AID 504333; 4.4% of 360,000 active; Potency, µM (doses to about 114 µM), without a hit: at the top dose activity change, negative = inhibition, hits mostly inhibitors; AlphaScreen BAZ2B-H3K14Ac peptide displacement; Q9UIF8; also: potency is read from the fitted curve at half-maximal effect; % is scaled to controls: 0 for no effect and ±100 for the full control effect; nearly all actives have a fitted effect of over 60% in size
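Complex of BAZ2B and biotin-H3K14Ac (50 nM apiece) forms over 30 min at RT, then faces library compounds up to 110 uM for another 30 min; AlphaScreen beads added, 20 min dark incubation, luminescence read.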
GLS inhibitor – blocks human kidney-isoform glutaminase activity | AID 624170 | GLS enzymatic activity, qHTS titration | 0.21% of 410,000 active | Potency, µM (series often up to 45.5 µM), inactives show top-dose activity change, negative = inhibition, usual class: inhibitors | O94925; also: potency is read from the fitted curve at half-maximal effect; % is scaled to controls: 0 for no effect and ±100 for the full control effect
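Human kidney-isoform GLS in 45 mM KH2PO4 pH 8.2, 0.02% Tween-20, with compound, started with 1mM L-Glutamine (added stock). Glutamate oxidase/HRP/Amplex red coupled fluorescence read at start and after 30 min at RT.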
Pin1 inhibitor – human Pin1 inhibition; Q13526; Pin1 FP peptide displacement, HiFluor488, 10 min; Potency, µM (titrated, usually from 115 µM), for inactives: top-dose activity, negative = inhibition, usual class: inhibitors; 0.009% of 390,000 active; active = well fitted inhibition curve with a large enough effect in the polarisation, with a control signal flat, not every such curve was filed as active; inconclusive = small, poorly fitted or top-dose-only effect, or effect the other way, or a change in a side signal; inactive = no such curve, though single readings can be large or run the other way; the % refers to the polarisation; also: potency is read from the fitted curve at half-maximal effect; % is scaled to controls: 0 for no effect and ±100 for the full control effect
JMJD2A Tudor – blocks the human JMJD2A Tudor domain | O75164 | AlphaScreen JMJD2A-Tudor / H3K4me3 peptide binding | Potency, µM (top dose mostly 114 µM), for inactives: at the highest dose activity change, negative = inhibition, usual class: inhibitors | 4.4% of 390,000 active | AID 504339; also: potency is read from the fitted curve at half-maximal effect; % is scaled to controls: 0 for no effect and ±100 for the full control effect; nearly all actives have a fitted effect of over 50% in size
HP1b binding inh – blocks HP1-beta chromodomain binding to methylated histone tails. P83916. AlphaScreen HP1-beta / biotin-H3K9me3 peptide binding. Potency, µM (series often up to 114 µM), for the others: at the top dose activity change, negative = inhibition, usual class: inhibitors. 0.56% of 390,000 active. AID 540317; also: potency is read from the fitted curve at half-maximal effect; nearly all actives have a fitted effect of over 70% in size; inactives centre near 23
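AlphaScreen: HP1-beta (50 nM) preformed 30 min with biotin-H3(1-18)K9me3 peptide (50 nM) in PBS pH 7.4, 0.01% Tween-20. Compound added for 30 min at RT, then streptavidin donor/nickel chelate acceptor beads (10 ug/mL) for 30 min.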
ERG-DNA inh – ERG Ets/DNA interaction inhibition | fluorescence polarization, His-ERG Ets domain / labelled DNA | Potency, µM (highest dose often 76.9 µM), for the others: top-dose FP activity, negative = inhibition, most hits filed as inhibitors | 0.028% of 370,000 active; active = well fitted inhibition curve with a large enough effect in the polarisation, with a control signal flat; inconclusive = small, poorly fitted or top-dose-only effect, or effect the other way, or a change in a side signal; inactive = no such curve, though single readings can be large or run the other way; the % refers to the polarisation;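 also: polarization taken with two DNA probes labelled with fluorescein and Texas red; potency is read from the fitted curve at half-maximal effect; % of control where 0% means no effect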
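His-tagged ERG Ets domain (1 uM in the protein solution; 300mM KCl, 50mM Tris-HCl, 1mM EDTA, 1mM DTT, pH 7.5) received compound, then a probe mix of 5 nM fluorescein-DNA and 100nM Texas-615-DNA. Fluorescence polarization was read for both dyes.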
PI4K2A block – PI4K2A (human) kinase inhibition; 0.13% of 420,000 active; activity change, negative = inhibition, % at 76.9 µM; Q9BTU6; purified PI4K2A, ADP-Glo luminescence, 1 h; stronger effect = lower value; in the data active = activity change below about -50%; inconclusive = mostly about -30% to -49%;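 also: -100% = wells without enzyme as full effect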
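Compounds are screened against recombinant PI4K2A using PI as substrate and ATP, the latter dispensed at 300 microM. Reactions run one hour at ambient temperature before ADP-Glo detection; full inhibition defined by wells lacking enzyme.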
An asterisk follows results filed as active; [ ] = another dose, or the depositor's remark. Unless noted, calls follow the shape of the dose curve; as a rule, active = well fitted curve in the direction sought with a large enough effect; inconclusive = small, poorly fitted or top-dose-only effect, or another doubt; inactive = no such curve, though single readings can be large; an effect the other way counts as inactive or inconclusive.

How did COc1ccc(C(=O)NNC(=O)CSc2nnnn2-c2cc(OC)cc(OC)c2)cc1 do in these assays?
G9a inh: inconclusive; Tb PGK inh: -6%; BAZ2B block: 2%; GLS inhibitor: 2%; Pin1 inhibitor: 10%; JMJD2A Tudor: -11%; HP1b binding inh: 27%; ERG-DNA inh: -18%; PI4K2A block: 0

How did NC(CO)c1cn([C@@H](CCC(=O)O)C(=O)N2CCNCC2)nn1 (stereo partly specified) do in these assays?
G9a inh: inconclusive; Tb PGK inh: -3%; BAZ2B block: -14%; GLS inhibitor: 1%; Pin1 inhibitor: -3%; JMJD2A Tudor: inconclusive; HP1b binding inh: 5%; ERG-DNA inh: 1%; PI4K2A block: -3

Results for CCCCNC(=O)c1nn(C)c2c1CSc1ccccc1-2 ?
G9a inh: 16µM*; Tb PGK inh: 1%; BAZ2B block: inconclusive; GLS inhibitor: 1%; Pin1 inhibitor: 3%; JMJD2A Tudor: inconclusive; HP1b binding inh: -9%; ERG-DNA inh: -1%; PI4K2A block: -3

Results for CCOC(=O)c1ccccc1OCc1cc(/C=N/NC(=O)c2cccnc2)ccc1OC ?
G9a inh: 6%; Tb PGK inh: 0%; BAZ2B block: -26%; GLS inhibitor: 2%; Pin1 inhibitor: -11%; JMJD2A Tudor: -29%; HP1b binding inh: -4%; ERG-DNA inh: -5%; PI4K2A block: -10

How did CC(C)C(=O)NCCn1ccc2ccccc21 do in these assays?
G9a inh: 6%; Tb PGK inh: -1%; BAZ2B block: 0%; GLS inhibitor: 2%; Pin1 inhibitor: -4%; JMJD2A Tudor: -22%; HP1b binding inh: 30%; ERG-DNA inh: 13%; PI4K2A block: -9

Results for CCOC(=O)C1CCCN(c2c(NCCCN3CCCC(C)C3)c(=O)c2=O)C1 (stereo unspecified) ?
G9a inh: 4%; Tb PGK inh: 0%; BAZ2B block: 7%; GLS inhibitor: 22%; Pin1 inhibitor: 7%; JMJD2A Tudor: -13%; HP1b binding inh: 25%; ERG-DNA inh: 4%; PI4K2A block: 3

What do the screens show for `N#Cc1ccc(CSc2nnc(-c3ccc(Br)cc3)o2)cc1`?
G9a inh: 7%[59 µM]; Tb PGK inh: 8%; BAZ2B block: -13%; GLS inhibitor: -4%; Pin1 inhibitor: 4%; JMJD2A Tudor: -4%; HP1b binding inh: 38%; ERG-DNA inh: 2%; PI4K2A block: -5

How did Cc1cccc2c3c([nH]c12)C(=O)CC(C)(C)S3 do in these assays?
G9a inh: 11%; Tb PGK inh: -5%; BAZ2B block: 9%; GLS inhibitor: 4%; Pin1 inhibitor: inconclusive; JMJD2A Tudor: -6%[57.1 µM]; HP1b binding inh: 39%[activator]; ERG-DNA inh: -1%; PI4K2A block: 0

How did CN1CCC(=NNC(=O)C(=O)NC(C)(C)C)CC1 do in these assays?
G9a inh: -9%[12.7 µM]; Tb PGK inh: -7%; BAZ2B block: inconclusive; GLS inhibitor: -8%; Pin1 inhibitor: 5%; JMJD2A Tudor: -31%; HP1b binding inh: 26%; PI4K2A block: 0

Results for CN1CCN(CCC(=O)Nc2cccc(Br)c2)CC1 ?
G9a inh: 56µM*; Tb PGK inh: -5%; BAZ2B block: -30%; GLS inhibitor: 9%; Pin1 inhibitor: -9%; JMJD2A Tudor: -9%; HP1b binding inh: 20%; ERG-DNA inh: -8%; PI4K2A block: 0

How did CCOc1ccc(OCCSc2nnnn2C2CCCCC2)cc1 do in these assays?
G9a inh: 90%[activator][59 µM]; Tb PGK inh: 1%; BAZ2B block: 79%[activator]; GLS inhibitor: -1%; Pin1 inhibitor: 2%; JMJD2A Tudor: 75%[activator]; HP1b binding inh: 172%[activator]; ERG-DNA inh: -3%; PI4K2A block: 8

What do the screens show for `Cc1cc(C(F)(F)F)c(C#N)c(SCC(=O)Nc2nc3cc(Br)ccc3s2)n1`?
G9a inh: -47%[59 µM]; Tb PGK inh: 15%; BAZ2B block: -8%; GLS inhibitor: 4%; Pin1 inhibitor: inconclusive; JMJD2A Tudor: -13%; HP1b binding inh: 19%; ERG-DNA inh: -2%; PI4K2A block: 4

How did O=C1CCCC(=NCc2ccco2)C1 do in these assays?
G9a inh: -7%; BAZ2B block: 9%; GLS inhibitor: -1%; Pin1 inhibitor: -3%; JMJD2A Tudor: -10%; HP1b binding inh: 15%; ERG-DNA inh: 0%; PI4K2A block: -7

How did Cc1cc(/C=N/NC(N)=O)c(C)c(CO)c1 do in these assays?
G9a inh: -3%[59 µM]; Tb PGK inh: 3%; BAZ2B block: -2%; GLS inhibitor: 12%; Pin1 inhibitor: -12%; JMJD2A Tudor: 0%; HP1b binding inh: 18%; ERG-DNA inh: -6%; PI4K2A block: 1

What do the screens show for `Cc1c(-c2ccccc2)n[nH]c1C(=O)NN`?
G9a inh: 40µM*; Tb PGK inh: -1%; BAZ2B block: -24%; GLS inhibitor: 0%; Pin1 inhibitor: -4%; JMJD2A Tudor: -4%; HP1b binding inh: 36%; ERG-DNA inh: -3%; PI4K2A block: -7

How did Cn1c2ccccc2c(=O)c2ccc(C#Cc3ccc(N)cc3)cc21 do in these assays?
G9a inh: 50µM*; Tb PGK inh: -3%; BAZ2B block: -26%; GLS inhibitor: -6%; Pin1 inhibitor: inconclusive; JMJD2A Tudor: 23%; HP1b binding inh: 87%[activator]; ERG-DNA inh: 4%; PI4K2A block: 4

What do the screens show for `COc1ccc(S(=O)(=O)N2CCCC(C(F)(F)F)C2)cc1` (stereo unspecified)?
G9a inh: 6%; Tb PGK inh: -12%; BAZ2B block: 7%; GLS inhibitor: -7%; Pin1 inhibitor: -4%; JMJD2A Tudor: 14%; HP1b binding inh: 54%[activator]; ERG-DNA inh: inconclusive; PI4K2A block: 0

How did Brc1ccc(-c2ccc(/C=N/Nc3nc(N4CCOCC4)nc(N4CCOCC4)n3)o2)cc1 do in these assays?
G9a inh: 33%; Tb PGK inh: -2%; BAZ2B block: -4%; GLS inhibitor: 4%; Pin1 inhibitor: 1%; JMJD2A Tudor: -12%; HP1b binding inh: 26%; ERG-DNA inh: -2%; PI4K2A block: 3

How did CCOc1ccccc1/C=C/c1onc(C)c1S(=O)(=O)N1CCC(C(=O)NC(C)(C)C)CC1 do in these assays?
G9a inh: 20%[0.0925 µM]; Tb PGK inh: inactive; BAZ2B block: -3%; GLS inhibitor: -4%; Pin1 inhibitor: -3%; JMJD2A Tudor: -14%; HP1b binding inh: 33%; ERG-DNA inh: -3%; PI4K2A block: -6

What do the screens show for `CN(C)CCN(C(=O)c1cccs1)c1nc2cc3c(cc2s1)OCCO3`?
G9a inh: inconclusive; Tb PGK inh: -6%; BAZ2B block: -22%; GLS inhibitor: -1%; Pin1 inhibitor: 4%; JMJD2A Tudor: -18%; HP1b binding inh: 15%; ERG-DNA inh: -8%; PI4K2A block: -3

How did O=C(Nc1nc2nccc(-c3ccccc3)n2n1)c1ccc(F)cc1 do in these assays?
G9a inh: 7%[59 µM]; Tb PGK inh: 0%; BAZ2B block: 4%; GLS inhibitor: 4%; Pin1 inhibitor: -2%; JMJD2A Tudor: 0%; HP1b binding inh: 32%; ERG-DNA inh: -1%; PI4K2A block: -3

How did CC(C)Oc1cccc(C(=O)O)c1 do in these assays?
G9a inh: -26%[12.7 µM]; Tb PGK inh: -5%; BAZ2B block: -30%; GLS inhibitor: -1%; Pin1 inhibitor: -2%; JMJD2A Tudor: -2%; HP1b binding inh: 27%; ERG-DNA inh: 6%; PI4K2A block: 0

What do the screens show for `Cc1nn(C(C)C(=O)NC(C)CCc2ccccc2)c(=O)c2cc3occc3n12` (stereo unspecified)?
G9a inh: 4%; Tb PGK inh: -1%; BAZ2B block: 9%; GLS inhibitor: -2%; Pin1 inhibitor: -6%; JMJD2A Tudor: -11%; HP1b binding inh: 33%; ERG-DNA inh: 6%; PI4K2A block: -5

Results for O=C(C=C(C(=O)c1ccccc1)c1ccccc1)c1ccccc1 ?
Tb PGK inh: 0%; GLS inhibitor: -13%; Pin1 inhibitor: 0%; JMJD2A Tudor: inconclusive; HP1b binding inh: -14%[57 µM]; ERG-DNA inh: 2%; PI4K2A block: 2

Results for COc1ccc(OC)c(NC(=O)c2ccc(OC3CSC3)cc2)c1 ?
G9a inh: -6%[59 µM]; Tb PGK inh: -1%; BAZ2B block: -36%; GLS inhibitor: -20%; Pin1 inhibitor: 0%; JMJD2A Tudor: inconclusive; HP1b binding inh: inconclusive; ERG-DNA inh: 0%; PI4K2A block: -1

What do the screens show for `O=C(Nc1cccc(C(=O)N2CCOCC2)c1)C1CCCC1`?
Tb PGK inh: -9%; GLS inhibitor: 1%; Pin1 inhibitor: 3%; JMJD2A Tudor: -4%; HP1b binding inh: 36%; ERG-DNA inh: 2%; PI4K2A block: -1
